High-throughput results deposited in PubChem BioAssay by Sanford-Burnham Center for Chemical Genomics.
mIAP inh: mouse IAP inhibition. purified mouse IAP, CDP-Star luminescence, 30 min. inhibition, % at 10 µM. 330,000 tested, 0.2% active. AID 2806;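 active = inhibition of at least 40% at 10 µM in the primary screen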;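 also: plate controls were DMSO with enzyme for no effect and no enzyme wells for full effect; values of inactives mirror those of a sister screen read the other way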
hIAP inh: blocks human intestinal alkaline phosphatase. purified IAP, CDP-Star luminescence, 30 min. 330,000 tested, 0.12% active. P09923. inhibition, % at 10 µM;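 active = inhibition reaching a set limit with compound at 10 µM in the primary screen, cut at about 35% in these data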;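 also: plate controls were DMSO wells with enzyme for no effect and no-enzyme buffer wells for full effect; values of inactives mirror those of a sister screen read the other way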
mIAP act: mouse IAP activation; activation factor at 10 µM; muIAP, CDP-Star luminescence, 30 min; stronger effect = higher value; 1 = vehicle-only enzyme signal, 0 = enzyme-free wells; 330,000 tested, 0.24% active;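 active = activation factor of at least 2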; also: the source names both 10 and 20 µM as test concentration; values of inactives mirror those of a sister screen read the other way
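Assay system: mouse IAP enzyme; reagent: chemiluminescent substrate CDP-Star; dosing: test compounds delivered from DMSO solution; schedule: 30 min at room temperature; measured by: luminescence from enzymatic CDP-Star hydrolysis; controls: DMSO-only wells and no-enzyme negative control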
hIAP activ: human IAP activation. purified human IAP, CDP-Star luminescence, 30 min; stronger effect = higher value; 1 = vehicle-only enzyme, 0 = enzyme-free background. 330,000 tested, 0.16% active. P09923. activation factor at 10 µM;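 active = activation factor of the enzyme at least 2-fold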; also: the source names both 10 and 20 µM as test concentration; values of inactives mirror those of a sister screen read the other way
A3A deaminase: inhibitors of human APOBEC3A DNA deaminase; P31941; recombinant A3A, FAM/TAMRA ssDNA deamination fluorescence; inhibition, % at 20 µM; 330,000 tested, 0.41% active;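 active = at least 40% inhibition at 20 µM here, with at most 30% in a related deaminase screen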;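 also: plate controls were A3A with DMSO for no effect and wells lacking A3A enzyme for full effect; some results filed as inactive read as strong as hits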
Target sequence (P31941 whole entry, looked up): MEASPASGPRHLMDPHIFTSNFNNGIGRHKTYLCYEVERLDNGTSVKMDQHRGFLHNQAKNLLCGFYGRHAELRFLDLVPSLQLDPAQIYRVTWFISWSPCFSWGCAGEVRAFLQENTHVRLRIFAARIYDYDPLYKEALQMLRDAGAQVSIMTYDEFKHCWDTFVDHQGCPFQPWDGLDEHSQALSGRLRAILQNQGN
HKDC1 inhibitor: HKDC1 (human) hexokinase inhibition; Q2TB90; recombinant HKDC1, G6PDH/diaphorase resazurin coupled fluorescence; inhibition, % at 20 µM; 340,000 tested, 0.16% active; AID 493160;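 active = inhibition above about 35% when tested at 20 µM, limit read from the data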;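 also: plate controls were DMSO wells with enzyme for no effect and DMSO wells lacking enzyme for full effect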
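Material – in-house recombinant HK5 (HKDC1) enzyme · Quantity – HKDC1 at 5 µg/mL · Buffer or medium – pH 8.0 Tris buffer with 10 mM MgCl2 · Reagent – glucose with 1 mM ATP · Dosing – single 20 µM dose · Times – reaction time 90 min, room temperature, protected from light · Technique – resorufin fluorescence at 613 nm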
ATG4B inh: ATG4B (human) cysteine protease inhibition; Q9Y4P1; AID 504462; 340,000 tested, 0.51% active; ATG4B cleavage of LC3-PLA2, NBD-HPC fluorescence, 1 h; inhibition, % at 8.33 µM; in the data active = inhibition above about 40%
Target sequence (Q9Y4P1 whole entry, looked up): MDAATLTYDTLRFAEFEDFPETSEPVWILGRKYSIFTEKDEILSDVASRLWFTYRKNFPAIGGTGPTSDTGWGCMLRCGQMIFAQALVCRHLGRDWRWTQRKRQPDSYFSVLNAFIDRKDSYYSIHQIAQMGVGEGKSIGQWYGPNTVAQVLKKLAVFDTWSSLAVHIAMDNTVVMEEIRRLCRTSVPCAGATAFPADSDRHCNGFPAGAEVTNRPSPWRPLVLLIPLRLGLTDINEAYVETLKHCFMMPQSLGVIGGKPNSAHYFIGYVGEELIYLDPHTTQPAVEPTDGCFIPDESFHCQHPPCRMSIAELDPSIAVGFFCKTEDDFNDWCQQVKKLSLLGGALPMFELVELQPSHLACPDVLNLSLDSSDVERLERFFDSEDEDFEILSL
PfGluPho inh: PfG6PD (Plasmodium falciparum) enzyme inhibition. PfGluPho enzyme, NADPH resazurin-diaphorase fluorescence. inhibition, % at 20 µM. 350,000 tested, 0.78% active;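 active = inhibition reaching at least a set limit at 20 µM in the primary screen, cut at about 59% in these data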;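 also: 0% = DMSO wells with substrate and 100% = DMSO wells lacking glucose-6-phosphate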
* marks the source's active call; other numbers are inactive results.

SMILES	mIAP inh	hIAP inh	mIAP act	hIAP activ	A3A deaminase	HKDC1 inhibitor	ATG4B inh	PfGluPho inh
Cc1ccc2c(c1)c1c(n2CC(O)CNC2CCCCC2)CCCC1 (configuration not stated)	-2	16	1	0.84	-6	8	-1	7
C/C(=N\NS(C)(=O)=O)c1ccc(C)cc1	1	14	0.99	0.85	3	-2	-11	1
COc1ccccc1OCCNC(=O)c1ccc(Br)cc1	1	-6	0.99	1.1	-5	-4	-3	-1
Cc1cccc2c(=O)n3c(nc12)CCCCC3	3	3	0.97	0.97	-4	-1	-3	-16
COc1cccc(CNC(=O)CCn2ccc3cc(S(=O)(=O)N4CCC(C)CC4)ccc32)c1	-12	6	1.1	0.94	0	2	2	7
CCOCCCN(C(=O)Nc1ccc(CC)cc1)C1CCN(C(C)=O)CC1	-3	-5	1	1.1	-3	-16	-5	1
O=C(Nc1ccc(S(=O)(=O)NC2=NCCCCC2)cc1)c1cccs1	-1	8	1	0.92	3	4	-2	-9
O=C(O)c1[nH]c2ccccc2c1CC(=O)N1CCOCC1	-9	0	1.1	1	9	3	5	0
COc1ccc(-c2[nH]c3ccccc3c2SCCNC(=O)c2cc3ccccc3oc2=O)cc1	9	13	0.91	0.87	-1	1	4	-1
CCn1c(/C=C2\C(=O)N(C(C)C)c3ccccc32)nc2ccccc2c1=O	6	8	0.94	0.92	2	10	-4	2
COCCCNC(=O)CCCn1c(=O)c2ccccc2n(CC(=O)Nc2c(C)cc(C)cc2C)c1=O	-5	9	1.1	0.91	2	-7	-4	8
COC(=O)c1nn(-c2ccccc2)c(Cl)c1/C=N/OCc1c(Cl)cccc1Cl	4	13	0.96	0.87	-1	0	-2	-3
O=C(O)CCC(=O)Nc1ccc(Oc2ncnc3cc(Cl)ccc23)nc1	4	-24	0.96	1.2	7	-3	-1	31
CCOc1ccc(OCCCC(=O)N(CC)CC(=O)Nc2c(F)cccc2F)cc1	-10	16	1.1	0.84	-5	-3	4	-13
CC(=O)Nc1ccc(NC(=O)CSc2ccc(-c3ccc(-n4ccnc4)cc3)nn2)cc1	3	10	0.97	0.9	3	6	5	-10
CCOC(=O)c1nc2nc(C)c(Cl)c(=O)n2[nH]1	-6	4	1.1	0.96	-3	2	-6	4
CCOc1ccc(/C=N/NC(=O)c2cc3c(OC)cc(OC)c(OC)c3[nH]2)cc1	0	1	1	0.99	-7	15	-9	11
Cc1ccc(C(=O)COC(=O)CCN2C(=O)C3C4CCC(C4)C3C2=O)cc1[N+](=O)[O-] (configuration not stated)	-2	-33	1	1.3	-1	-3	-12	-13
COCCCNC(=O)/C=C/c1cccc(Cl)c1	-3	6	1	0.94	4	-3	-7	-10
Cc1ccc(N2C(=O)c3ccc(C(=O)NCCN4CCOCC4)cc3C2=O)cc1	-11	-4	1.1	1	-1	-6	-7	-3
COc1cc(CNCc2cccc(OC)c2OC)cc(OC)c1	-9	-12	1.1	1.1	-4	-3	-1	-8
COc1ccc(NC(=O)NC(C(F)(F)F)C(F)(F)F)cc1	-33	9	1.3	0.91	-5	-1	-3	-4
CCOC(=O)CNC(=O)CSc1ncnc2c1cnn2-c1ccc(Cl)cc1	3	12	0.97	0.88	2	0	-7	-2
Cc1nc2c(-c3ccccc3)c(C)nn2c(C)c1CCC(=O)N1CCOCC1	2	-8	0.98	1.1	0	-9	-6	-7
O=C1N(Cc2cccc(Cl)c2)C[C@@H]2C[C@@H](c3cccc4ncccc34)N3CCC[C@@]123	-13	-13	1.1	1.1	1	-7	-11	7

(more compounds)
SMILES	mIAP inh	hIAP inh	mIAP act	hIAP activ	A3A deaminase	HKDC1 inhibitor	ATG4B inh	PfGluPho inh
COc1c2ccoc2nc2c(OC)c(OCC(OC(C)=O)C(C)(C)O)ccc12 (configuration not stated)	1	9	0.99	0.91	4	1	-5	-14
O=C(Oc1ccc2c(c1)O/C(=C\c1ccncc1)C2=O)c1ccccc1	8	-10	0.92	1.1	-3	22	9	5
Cc1cc(=O)cc(C)n1-c1ccc(Cl)c(Cl)c1	1	12	0.99	0.88	2	-3	-7	5
CCOc1ccc(NC(=O)COC(=O)Cc2ccc(S(=O)(=O)N3CCOCC3)s2)cc1	-4	-18	1	1.2	1	-2	-9	-8
Cc1ccc(S(=O)(=O)C2(C(=O)NCCc3ccccc3)CC2)cc1	-2	-7	1	1.1	0	-1	-5	15
CC(OC(=O)COc1cccc2c1OC(C)(C)C2)C(=O)Nc1ccc(S(N)(=O)=O)cc1 (configuration not stated)	2	10	0.98	0.9	-2	-2	0	8
N#C/C(=C(/O)COC(=O)CCc1ccc(S(=O)(=O)N2CCOCC2)cc1)c1nc2ccccc2[nH]1	15	-26	0.85	1.3	-1	8	-5	-56
Cc1nn(CCC#N)c(N)c1C1(O)C(=O)Nc2c(Cl)cc(Cl)cc21 (configuration not stated)	1	6	0.99	0.94	3	1	26	0
O=C(/C=C/c1ccccc1[N+](=O)[O-])N1CCN(c2ccc(F)cc2)CC1	8	-2	0.92	1	-3	-12	-2	2
COc1ccc(C2CC(c3ccc(F)cc3)n3nc(NC(=O)c4ccco4)nc3N2)cc1 (configuration not stated)	-1	6	1	0.94	2	-1	-5	-1
COc1ccc(C(=O)C(OC(=O)c2ccccc2)c2ccccc2)cc1 (configuration not stated)	3	3	0.97	0.97	2	1	4	-9
CCn1cc(C(=O)O)c(=O)c2cc(Br)ccc21	-1	4	1	0.96	-5	1	-6	-1
CCCOCC(O)CCc1n[nH]c(=S)n1-c1ccccc1 (configuration not stated)	-3	-4	1	1	-7	-4	2	22
O=S(=O)(NC1=NCCCCC1)c1ccc(F)cc1	-2	4	1	0.96	-2	-2	-4	-7
CCO[C@@H]1OC(C(=O)O)=C[C@H](c2ccc(C(F)(F)F)cc2)[C@H]1CCCO	-2	3	1	0.97	0	-8	2	-16
CC(=O)OCn1nnc2ccccc2c1=O	11	4	0.89	0.96	-21	-6	-8	0
CC(C)CC1Nc2ccc(C(=O)NCCCN3CCCCC3C)cc2NC1=O (configuration not stated)	9	-2	0.91	1	-7	-3	-5	2
C[C@H](CO)N1C[C@H](C)[C@@H](CN(C)C(=O)Nc2ccc(C(F)(F)F)cc2)Oc2ccc(NC(=O)Cn3cnnn3)cc2C1=O	-20	-7	1.2	1.1	-1	-2	-9	3
COc1ccc(NC(=O)Cc2ccc(-c3ccccc3)cc2)cn1	0	0	1	1	4	-4	-7	20
CC(=O)N1CCC(N2CCN(Cc3ccc(C)cc3)C(CCO)C2)CC1 (configuration not stated)	-4	3	1	0.97	-2	-8	1	4
Cc1nc(-c2cccc(S(=O)(=O)N3CC(C)CC(C)C3)c2)cs1 (configuration not stated)	5	-2	0.95	1	5	3	-1	-7
O=C(Nc1nc(-c2ccccc2)cs1)c1ccc(S(=O)(=O)N2CCc3ccccc32)cc1	7	-10	0.93	1.1	3	-6	-2	5
CC(=O)/C(N=Nc1ccc(-n2ccc(C(F)(F)F)n2)cc1)=C(\C)O	2	-11	0.98	1.1	1	4	7	-3
COc1cccc(C(=O)O[C@@H]2[C@H](Cc3ccccc3)NS(=O)(=O)[C@H]3C[C@@H]4C=C[C@]23O4)c1	3	0	0.97	0.99	-3	-2	6	14
CCOc1ccc(NC(=O)CCS(=O)(=O)c2ccc(C)cc2)cc1	-5	14	1	0.86	-4	0	-1	0

(continued)
SMILES	mIAP inh	hIAP inh	mIAP act	hIAP activ	A3A deaminase	HKDC1 inhibitor	ATG4B inh	PfGluPho inh
Cc1ccccc1NC(=O)c1cccc(S(=O)(=O)Oc2ccc([N+](=O)[O-])cc2)c1	5	-3	0.95	1	1	17	15	9
COc1cccc(S(=O)(=O)N2CCN(Cc3ccc4c(c3)OCO4)CC2)c1	-4	-23	1	1.2	4	-2	2	11
O=C(O)CSc1c(-c2ccccc2)c2cc(Cl)ccc2[nH]c1=O	-3	-2	1	1	-2	5	8	-13
O=C1CSC(c2cccc([N+](=O)[O-])c2)N1c1c(F)cccc1F (configuration not stated)	5	6	0.95	0.94	6	-5	-8	3
N#Cc1nc(Cc2ccccc2)oc1N1CCN(c2ccccc2)CC1	-4	-1	1	1	1	-6	6	0
CCOC(=O)N1CCC(NC(=O)c2cc3ccccn3n2)CC1	-7	-14	1.1	1.1	-4	-4	0	-14
CCc1cccc2c(C(=O)COC(=O)C3=NNC(=O)CC3)c[nH]c12	3	21	0.97	0.79	-2	-3	-1	3
O=C(COC(=O)/C=C/c1ccc(F)cc1)NC1CCCC1	-4	-2	1	1	-5	5	-1	12
CC(=O)c1cccc(NC(=O)Cn2c(=O)oc3cc(S(=O)(=O)N4CCCC4)ccc32)c1	-9	-26	1.1	1.3	-3	-9	-4	-8
O=C1CN(C(=O)COC(=O)/C=C/c2ccc(S(=O)(=O)N3CCOCC3)cc2)c2ccccc2N1	-2	8	1	0.92	3	-11	1	20
Cc1ccccc1NC(=O)Cc1nc(COC(=O)c2ccc(Cl)nc2)cs1	3	12	0.97	0.88	9	-2	-7	16
COc1ccc(/C=N\Nc2ncc(F)c(N3CCOCC3)n2)cc1OC	4	-8	0.96	1.1	-2	-3	-2	-7
Cc1ccc(Nc2nc(CSc3nnnn3-c3ccccc3)cs2)cc1	-2	6	1	0.94	0	2	-2	28
COc1ccccc1NS(=O)(=O)c1ccc(C)c(NC(=O)c2c(C)noc2C)c1	7	-5	0.93	1	-3	-1	-3	10
COc1cccc(NC(=O)CN(C)S(=O)(=O)c2ccc(C)cc2)c1	-10	-6	1.1	1.1	0	-7	-4	11

Four of the entries above in order of their number in A3A deaminase, rising:
SMILES	mIAP inh	hIAP inh	mIAP act	hIAP activ	A3A deaminase	HKDC1 inhibitor	ATG4B inh	PfGluPho inh
COc1ccccc1NS(=O)(=O)c1ccc(C)c(NC(=O)c2c(C)noc2C)c1	7	-5	0.93	1	-3	-1	-3	10
COc1ccc(/C=N\Nc2ncc(F)c(N3CCOCC3)n2)cc1OC	4	-8	0.96	1.1	-2	-3	-2	-7
Cc1ccc(Nc2nc(CSc3nnnn3-c3ccccc3)cs2)cc1	-2	6	1	0.94	0	2	-2	28
O=C1CSC(c2cccc([N+](=O)[O-])c2)N1c1c(F)cccc1F (configuration not stated)	5	6	0.95	0.94	6	-5	-8	3

One compound at a time (already shown). Values in the order: mIAP inh	hIAP inh	mIAP act	hIAP activ	A3A deaminase	HKDC1 inhibitor	ATG4B inh	PfGluPho inh
COc1ccccc1NS(=O)(=O)c1ccc(C)c(NC(=O)c2c(C)noc2C)c1 in the list: 7	-5	0.93	1	-3	-1	-3	10
Cc1ccccc1NC(=O)Cc1nc(COC(=O)c2ccc(Cl)nc2)cs1 in the list: 3	12	0.97	0.88	9	-2	-7	16
O=C1CN(C(=O)COC(=O)/C=C/c2ccc(S(=O)(=O)N3CCOCC3)cc2)c2ccccc2N1 in the list: -2	8	1	0.92	3	-11	1	20
COc1ccc(/C=N\Nc2ncc(F)c(N3CCOCC3)n2)cc1OC in the list: 4	-8	0.96	1.1	-2	-3	-2	-7
O=C1CSC(c2cccc([N+](=O)[O-])c2)N1c1c(F)cccc1F (configuration not stated) in the list: 5	6	0.95	0.94	6	-5	-8	3
